Dyrk1A ADPGlo – blocks rat Dyrk1A kinase activity; Q63470; ADP-Glo luminescence, NFATc1 peptide; inhibition, % at 12.5 µM; 310,000 tested, 0.43% active; in the data active means inhibition above about 50%;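 further: plate controls were vehicle with enzyme for no effect and no enzyme for full effect; many of its hits are not listed in these tables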
TMEM16A act – mouse TMEM16A channel activation, primary screen | HEK293 TMEM16A/YFP-H148Q/I152L, iodide quench fluorescence; hits give low values | 340,000 tested, 0.3% active | B-score at 10 µM | AID 623877;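 active means fluorescence-ratio B-score plate-corrected deviation score at least 3 library SD below zero, with starting fluorescence score within 5 deviations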;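 further: channel opened by trigger with iodide after compound preincubation; score built on the fluorescence ratio of max minus min over baseline; more negative score means more quench and so TMEM16A activation or potentiation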
KCNK9 block – human KCNK9 channel inhibition | Q9NPC2 | HEK293 KCNK9, FluxOR thallium flux fluorescence; hits give low values | B-score at 10 µM | 310,000 tested, 1.2% active;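 active means ratio B-score over 3 SD below the library mean, with starting fluorescence within 5 SD of its mean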;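 further: negative B-score means less thallium flux so channel inhibition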
Target sequence (Q9NPC2 whole entry, looked up): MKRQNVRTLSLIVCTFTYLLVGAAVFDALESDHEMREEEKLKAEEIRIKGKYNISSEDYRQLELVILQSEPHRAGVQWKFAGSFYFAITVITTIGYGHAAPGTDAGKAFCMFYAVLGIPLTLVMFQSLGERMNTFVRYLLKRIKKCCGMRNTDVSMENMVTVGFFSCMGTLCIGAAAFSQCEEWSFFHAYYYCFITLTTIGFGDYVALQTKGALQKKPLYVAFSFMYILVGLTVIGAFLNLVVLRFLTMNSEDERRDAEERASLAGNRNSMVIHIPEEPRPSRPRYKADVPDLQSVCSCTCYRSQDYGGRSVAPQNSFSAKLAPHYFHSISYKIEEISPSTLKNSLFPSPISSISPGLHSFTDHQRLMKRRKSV
KCNQ1 pot – potentiates or activates the human KCNQ1 potassium channel | CHO-K1 KCNQ1, thallium flux FluxOR fluorescence; hits give high values | B-score at 10 µM | 310,000 tested, 0.35% active;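 active means fluorescence ratio B-score, a plate-corrected score, at least three library SD, with initial intensity B-score within 5 SD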
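Test system: CHO-K1 cells stably expressing KCNQ1 / Medium: assay buffer / Also added: depolarizing K+/Tl+ stimulus, K2SO4 and Tl2SO4 each 12.5 mM in 5x stock / Incubation: 90 min dye loading and 20 min compound exposure, both at room temperature / Signal: thallium influx via FluxOR fluorescence, kinetic imaging / Evaluation: B score of baseline-normalized fluorescence ratio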
KCNQ1 block – blocks the human KCNQ1 potassium channel; 310,000 tested, 1.3% active; CHO-K1 KCNQ1, FluxOR thallium flux fluorescence; hits give high values; B-score at 10 µM; P51787;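 active means compounds whose thallium flux B-score, printed positive for inhibition, exceeds three library SD while starting fluorescence stays within three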;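 further: channel opened by potassium depolarization with thallium stimulus after 20 min compound exposure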
hERG rescue – hERG (human) protection from proarrhythmic block; 310,000 tested, 0.51% active; CHO-hERG, FluxOR thallium flux, dofetilide IC70 present; activation (rescue from dofetilide block), less the hit threshold, % at 10 µM; AID 1511;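 active means activation above the mean of controls blocked by dofetilide plus 5 SD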;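 further: thallium influx through hERG after potassium depolarization seen as dye fluorescence rise; in these data hits start at about 4.7%; inactives centre near -7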
TMEM16A inh – mouse TMEM16A channel inhibition, primary screen | Q8BHY3 | HEK293 TMEM16A/YFP iodide influx fluorescence, ionomycin | normalized B-score (activity score, 25-100; higher = stronger inhibition) at 10 µM | 310,000 tested, 1.2% active;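 active means ratio plate-corrected score three or more library SD toward inhibition, starting fluorescence score within five deviations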;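 further: score derived from kinetic fluorescence span divided by baseline fluorescence per well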
TRPC4 PAM – allosterically enhances the mouse TRPC4 cation channel | HEK293 TRPC4beta/mu-opioid, DAMGO EC20, Fluo-4 Ca2+ flux; hits give high values | Q9QUQ5 | AID 2227 | B-score at 10 µM | 310,000 tested, 0.42% active;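 active means B-score of calcium response area above 5 SD of library B-scores, with initial fluorescence ratio within 5 SD of library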;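 further: B-score of integrated fluorescence ratio over time as area under calcium response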
KCNK3 inh – human KCNK3 channel inhibition, primary screen; O14649; CHO-KCNK3 thallium flux, FluxOR fluorescence; hits give low values; B-score at 10 µM; 340,000 tested, 0.84% active;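 active means B-score under library mean minus 4 SD, starting fluorescence ratio at most library mean plus 5 SD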;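 further: more negative B-score means stronger inhibition of thallium flux through KCNK3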
Target sequence (O14649 whole entry, looked up): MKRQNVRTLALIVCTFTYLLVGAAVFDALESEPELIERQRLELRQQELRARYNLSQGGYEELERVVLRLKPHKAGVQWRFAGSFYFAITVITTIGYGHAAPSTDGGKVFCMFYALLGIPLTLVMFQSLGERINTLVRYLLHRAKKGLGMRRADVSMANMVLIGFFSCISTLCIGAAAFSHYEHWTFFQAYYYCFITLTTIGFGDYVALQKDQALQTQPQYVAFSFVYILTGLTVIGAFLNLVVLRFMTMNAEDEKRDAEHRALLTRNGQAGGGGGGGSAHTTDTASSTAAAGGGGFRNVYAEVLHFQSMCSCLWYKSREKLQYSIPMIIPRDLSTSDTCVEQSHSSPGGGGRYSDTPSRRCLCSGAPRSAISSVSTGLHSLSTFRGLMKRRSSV
HDAC3 inhib – blocks human histone deacetylase 3; O15379; recombinant HDAC3, fluorogenic peptide/trypsin coupled, fluorescence; inhibition, % at 8.3 µM; 320,000 tested, 0.15% active; in the data active means inhibition above about 26%, passing the limit was not always enough; inconclusive means no clear call, values can overlap the other calls
TRPC4 agonist – TRPC4 (mouse) channel activation | Q9QUQ5 | HEK293 TRPC4beta/mu-opioid, Fluo4 calcium fluorescence; hits give high values | B-score at 10 µM | 310,000 tested, 0.49% active;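 active means B-score above 5 SD of library B-scores, and initial fluorescence ratio not above library mean plus 5 SD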;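 further: positive B-score marks a calcium rise read as TRPC4 activation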
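Assay system – TRPC4beta and mu-opioid receptor HEK293 stable cells · Measured by – Fluo4 fluorescence, kinetic · Schedule – dye loading 45 min room temperature, 110 s kinetic read · Read-out – B-scored integrated calcium fluorescence ratio · Controls – buffer and maximal DAMGO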
Active calls of the source: *; i = inactive; ? = inconclusive; nt = not tested or not shown. Only part of the results is shown (hit frequency here may not be typical).

Each structure is followed by: Dyrk1A ADPGlo	TMEM16A act	KCNK9 block	KCNQ1 pot	KCNQ1 block	hERG rescue	TMEM16A inh	TRPC4 PAM	KCNK3 inh	HDAC3 inhib	TRPC4 agonist
O=C(NCc1ccc2c(c1)OCO2)c1ccc2c(c1)OCO2
    1	i	i	i	i	-12	i	i	i	7	i
Cc1ccccc1CSc1nnc2ccc(-c3ccncc3)nn12
    17	i	i	i	i	-12	i	i	i	-3	i
CCOC(=O)Cn1c(=O)c2c(nc(N3CCCCC3)n2Cc2ccccc2)n(C)c1=O
    0	i	nt	nt	nt	nt	i	nt	i	0	nt
Cc1ccc(Nc2nnc(SCn3nnc4ccccc4c3=O)s2)cc1
    0	i	i	i	i	-8	i	i	i	6	i
Clc1cccc(N=NN2CCOCC2)c1Cl
    5	i	i	i	i	-1	i	i	i	5	i
COc1cccc(-n2c(SC3CCOC3=O)nc3ccccc3c2=O)c1 (stereo not drawn)
    1	i	i	i	i	-12	i	i	i	-1	i
CC(=O)Nc1ccc(S(=O)(=O)NC(CC(=O)N(C)Cc2ccccc2)C(C)C)cc1 (stereo not drawn)
    0	i	i	i	i	-11	i	i	i	6	i
CCOC(=O)c1c(C)nc2sc(C(N)=O)c(N)c2c1-c1ccccc1
    3	i	i	i	i	-3	i	i	i	-3	i
CCOc1ccc(NCc2ccccc2OCc2cccc(F)c2)cc1
    -3	i	i	i	i	-6	i	i	i	14	i
COc1ccc(C(CNC(=O)COc2ccc([N+](=O)[O-])cc2)N2CCCCC2)cc1 (stereo not drawn)
    3	i	i	i	i	-9	i	i	i	nt	i
COc1ccc([N+](=O)[O-])cc1NC(=S)NC(=O)C(C)(C)C
    1	i	i	i	i	-5	i	i	i	-5	i
Cc1cccc(N2CCN(S(=O)(=O)c3cn(C)cn3)CC2)c1C
    0	i	i	i	i	-5	i	i	i	0	i
COc1nc(-c2ccccc2)cc(-c2ccc3c(c2)OCO3)c1C#N
    0	i	i	i	i	-8	i	i	i	-18	i
COc1cc(OC)c(-c2noc(C(=O)OC(C)(C)C)c2C(=O)OC(C)(C)C)c(OC)c1
    -2	i	i	i	i	-2	i	i	i	2	i
CCOC(=O)c1c(NC(=O)COC(=O)Cn2c(C(F)(F)F)nc3ccccc32)sc(C)c1C
    0	i	i	i	i	-11	i	i	i	3	i
COC(=O)c1cc(OC)c(OC)c(OC)c1[N+](=O)[O-]
    -8	i	i	i	i	-16	i	i	i	-1	i
COc1ccc2noc3c2c1C(=O)c1ccccc1-3
    15	i	i	i	23*	-50	i	i	i	nt	i
CCc1noc(C)c1C(=O)OC(C)C(=O)Nc1cc([N+](=O)[O-])ccc1OC (stereo not drawn)
    3	i	i	i	i	-18	i	i	i	-5	i
CC(=O)c1ccc(OCC(=O)c2ccc(-c3ccccc3)cc2)cc1
    0	i	i	i	i	-7	i	i	i	-3	i
CC(C)=NNc1nc2c(c(=O)n(C)c(=O)n2C)n1C
    nt	i	i	i	i	-6	i	i	i	5	i
O=C(NNC(=O)C1CCN(c2ncccn2)CC1)c1ccc(F)cc1
    -6	i	i	i	i	2	i	i	i	2	i
O=C(O)COc1ccc(/C=N/NC(=O)c2ccc(-c3csc(Nc4ccc(Cl)cc4)n3)cc2)cc1
    -4	i	i	i	i	-1	nt	i	i	nt	i
Cc1ccc(C(C[N+](=O)[O-])Sc2ccc(N)cc2)cc1 (stereo not drawn)
    -4	i	i	i	i	-5	i	i	i	-4	i
O=C(O)c1cccnc1Sc1ccccc1
    -3	i	i	i	i	-4	i	i	i	-3	i
COc1ccc(CNC(=O)C(OC(=O)c2cccs2)C(C)C)cc1 (stereo not drawn)
    -6	i	i	i	i	-4	i	i	i	-7	i
O=C(CSc1ccc(Cl)cc1)N1CCCC1
    2	i	i	i	i	-11	i	i	i	-5	i
CC(=O)Nc1cccc(C(=O)N2CCN(S(=O)(=O)c3ccc4ccccc4c3)CC2)c1
    -3	i	i	i	i	-7	i	i	i	-6	i
O=C(NC1CC1)C1=C[C@H](c2ccc(C(F)(F)F)cc2)C[C@H](OCCCCO)O1
    11	i	i	i	i	-5	i	i	i	-1	i
CCCCNc1nc(N(C)c2ccccc2)nc(-n2ccnc2)n1
    -2	i	i	i	i	-7	i	i	i	0	i
O=C(NC1CCCc2ccccc21)c1ccccc1OC(F)F (stereo not drawn)
    -9	i	i	i	i	-5	i	i	i	-3	i
NC(=O)c1ccc(NC(=O)CCCc2nc(-c3ccccc3Cl)no2)cc1
    -4	i	i	i	i	-13	i	i	i	-3	i
O=c1oc2ccc3ccccc3c2cc1-c1nnc(-c2cccs2)o1
    -3	i	i	i	i	-5	i	i	i	nt	i
Cc1cc(C)nc(-n2ncc3c2CC(c2cccc(Cl)c2)CC3=O)n1 (stereo not drawn)
    -3	i	i	i	i	-4	i	i	i	-19	i
N#Cc1c(-n2cccc2/C=N/O)sc2c1CCCC2
    -3	i	i	i	i	-13	i	i	i	11	i
CC(OC(=O)c1ccc2c(=O)n3c(nc2c1)CCCCC3)C(N)=O (stereo not drawn)
    0	i	i	i	i	-7	i	i	i	-9	i
CCCn1nc2ccccc2c1P(=N)(N1CCOCC1)N1CCOCC1
    -1	i	i	i	i	-10	i	i	i	-1	i
COc1ccc(CNC(=S)Nc2cc(C)cc(C)c2)cc1
    0	i	i	i	i	-8	i	i	i	-2	i
COc1ccc(CCN2C(=O)CN=C2Nc2ccc(F)cc2)cc1OC
    -2	i	i	i	i	-4	i	i	i	1	i
COc1ccc(N2CCN(c3cc(C)c4ccc(C)cc4n3)CC2)cc1
    nt	i	i	i	i	-14	i	12*	i	-1	i
COCC(=O)NCc1nc2ccccc2n1Cc1ccccc1F
    -1	i	i	i	i	-13	i	i	i	-1	i

Shown as a hit in KCNQ1 block, of those listed so far:
SMILES	Dyrk1A ADPGlo	TMEM16A act	KCNK9 block	KCNQ1 block	TRPC4 PAM	KCNK3 inh	HDAC3 inhib	TRPC4 agonist
COc1ccc2noc3c2c1C(=O)c1ccccc1-3	15	i	i	23*	i	i	nt	i

Looked up above.
In hERG rescue, Cc1ccc(C(C[N+](=O)[O-])Sc2ccc(N)cc2)cc1 (stereo not drawn) is listed with -5
In hERG rescue, O=C(CSc1ccc(Cl)cc1)N1CCCC1 is listed with -11
In hERG rescue, O=C(O)COc1ccc(/C=N/NC(=O)c2ccc(-c3csc(Nc4ccc(Cl)cc4)n3)cc2)cc1 is listed with -1
In Dyrk1A ADPGlo, O=c1oc2ccc3ccccc3c2cc1-c1nnc(-c2cccs2)o1 is listed with -3

(list continues)
Each structure is followed by: Dyrk1A ADPGlo	TMEM16A act	KCNK9 block	KCNQ1 pot	KCNQ1 block	hERG rescue	TMEM16A inh	TRPC4 PAM	KCNK3 inh	HDAC3 inhib	TRPC4 agonist
CCn1c(=N)n(CC(O)c2cccs2)c2ccccc21 (stereo not drawn)
    -42	i	i	i	i	-11	i	i	i	-1	i
CCOc1ccc(/C=C/C(=O)Nc2ccccc2C(F)(F)F)cc1
    -8	i	i	i	i	-8	i	i	i	2	i
O=C(O)c1ccccc1SC1CC(=O)N(c2ccccc2)C1=O (stereo not drawn)
    7	i	i	i	i	-2	i	i	i	-3	i
CC(C)CC(NC(=O)c1cccc(Cl)c1)C(=O)O (stereo not drawn)
    -3	i	i	i	i	1	i	i	i	-2	i
Cc1cccc2sc(N(CCCN(C)C)C(=O)c3ccco3)nc12
    12	i	i	i	i	-6	i	i	i	5	i
CC(Nc1cccc2ccccc12)C(=O)N/N=C/c1ccc([N+](=O)[O-])cc1 (stereo not drawn)
    5	i	i	i	i	-7	i	i	i	?	i
CC(=O)c1ccc(NC(=S)NCCc2ccccn2)cc1
    -4	i	i	i	i	-6	i	i	i	-3	i
CCOc1ccccc1CNC(=O)C1CCN(c2nn3c(=O)cc(C)nc3s2)CC1
    3	i	i	i	i	-8	i	i	i	-2	i
CCc1ccc(NC(=O)c2ccc(S(=O)(=O)NCc3cccnc3)cc2)cc1
    8	i	i	i	i	-4	i	i	i	-3	i
O=C(COC(=O)c1cc([N+](=O)[O-])ccc1N1CCOCC1)Nc1ccc(Cl)cn1
    nt	i	i	i	i	-20	i	i	i	4	i
COc1cc(NC(=O)CC2NCCNC2=O)cc(OC)c1 (stereo not drawn)
    4	i	i	i	i	-3	i	i	i	-2	i
C=CCOc1ccc(CNc2ccc3[nH]c(=O)[nH]c3c2)cc1OCC
    nt	i	i	i	i	-8	i	i	i	8	i
COc1ccc(N(Cc2cc3cc(OC)ccc3[nH]c2=O)C(=O)C2CCCO2)cc1 (stereo not drawn)
    0	i	i	i	i	-11	i	i	i	-7	i
Cc1ccc(-c2nn(CC(=O)Nc3ccc4c(c3)nc3n4CCOC3)c(=O)c3ccccc23)cc1
    -8	i	i	i	i	-7	i	i	i	-1	i
COc1ccc(/C=C(\NC(=O)c2ccccc2)C(=O)OCC2CCCN3CCCCC23)cc1OC (stereo not drawn)
    -3	i	i	i	i	-17	i	i	i	10	i
COc1ccc(C2=NN(C(=O)CN3CCOCC3)C(c3nc4ccccc4[nH]3)C2)cc1 (stereo not drawn)
    1	i	i	i	i	-5	i	i	i	-15	i
CN(C)C(=O)CSc1ncccc1-c1nc2ccccc2[nH]1
    nt	i	i	i	i	-4	i	i	i	-12	i
Cn1c(CNC(=O)c2ccco2)nnc1SCC(=O)Nc1cccc(Br)c1
    3	i	i	i	i	-14	i	i	i	-4	i
CNC(=S)N/N=C(\C)c1ccc2c(c1)OCO2
    16	i	i	i	i	-4	i	i	i	8	i
